SSB-PriA inh: inhibitors of Klebsiella pneumoniae PriA binding to SSB C-terminal tail, primary screen, biochemical, AlphaScreen; actives 0.6% (n = 430,000); AlphaScreen SSBct-PriA binding, biotinylated peptide; inhibition, % at 33 µM; PriA–SSB C-terminal tail interaction (Klebsiella pneumoniae); in the data active = inhibition mostly above about 37%, no sharp cut-off; inactive = mostly below about 20%;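 note: plate controls were negative control peptide for no effect and reference peptide for full effect; strong numbers were not always called active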
SARS 3CLpro inh: SARS-CoV 3CLpro protease inhibitors, primary screen, biochemical, quenched FRET; Replicase polyprotein 1ab (Severe acute respiratory syndrome coronavirus), P0C6X7; recombinant SARS-CoV 3CLpro, quenched FRET peptide cleavage; inhibition, % at 6 µM; actives 0.14% (n = 290,000); AID 1706, 2009; in the data active = inhibition above about 12%
Y pestis TopoI: Yersinia pestis topoisomerase I inhibitors, primary screen, biochemical, cleavage product accumulation, plate reader, single point | DNA topoisomerase I (Yersinia pestis CO92) | activity, % at 10 µM | actives 0.064% (n = 360,000) | Y. pestis Topo-I cleavage product accumulation; in the data active = activity above about 50%, passing the limit was not always enough; inconclusive = no clear call, values can overlap the other calls; note: inactives centre near 2
TcdB GH inh: TcdB glycohydrolase inhibitors, primary screen, biochemical, single point, plate reader; Toxin B (Clostridioides difficile), P18177; TcdB glycohydrolase enzymatic assay; inhibition, % at 9.99 µM; actives 0.24% (n = 350,000); in the data active = inhibition above about 10%
PfHsp40 rescue: rescue of yeast from PfHsp40 toxicity, primary screen, S. cerevisiae, ATP luminescence; S. cerevisiae expressing PfHsp40, growth rescue; growth rescue, % at 12.5 µM; actives 0.68% (n = 340,000); AID 504582, 2011; in the data active = growth rescue above about 28%, passing the limit was not always enough; inconclusive = no clear call, values can overlap the other calls;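 note: yeast W303a lacking pdr1 and pdr3 grown in galactose medium; growth measured after three days at 30 °C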
VHR inh abs: VHR1 phosphatase inhibitors, primary screen, biochemical, absorbance, uHTS; actives 0.52% (n = 290,000); recombinant VHR phosphatase, pNPP absorbance; Dual specificity protein phosphatase 3 (Homo sapiens), P51452; AID 1654, 2009; inhibition, % at 13.3 µM; in the data active = inhibition above about 50%; note: some compounds called inactive have numbers as strong as hits
Target sequence (P51452 whole entry, looked up): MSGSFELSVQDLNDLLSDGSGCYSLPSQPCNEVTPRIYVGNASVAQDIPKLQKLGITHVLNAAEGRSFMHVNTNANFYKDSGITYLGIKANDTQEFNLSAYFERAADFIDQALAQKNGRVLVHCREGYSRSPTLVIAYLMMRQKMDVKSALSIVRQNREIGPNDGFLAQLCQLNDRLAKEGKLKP
Vc quorum ag: inducers of Vibrio cholerae quorum light production without autoinducers, primary screen, BH1578 luxS cqsA deficient, single point. V. cholerae BH1578 lux reporter, luminescence, 6 h. actives 0.16% (n = 350,000). activation, % at 18.7 µM. AID 588436, 2011; in the data active = activation mostly above about 9.7%, no sharp cut-off; inconclusive = no clear call, values can overlap the other calls; inactive = mostly below about 3.7%; note: not every result past the cut was called active; inactives centre near 0; reference of the scale not given here
CCHFV vOTU inh: CCHFV vOTU protease inhibitors, primary screen, biochemical, Pep-AMC substrate, fluorescence. inhibition, % at 11.5 µM. actives 0.55% (n = 370,000). AID 651958, 2012; in the data active = inhibition above about 30%; note: 0% = vehicle wells with enzyme and 100% = no enzyme wells
Anthrax LF inh2: Bacillus anthracis LF protease inhibitors, primary screen, biochemical, multiplex microsphere, MLPCN library. Lethal factor (Bacillus anthracis), P15917. multiplex microsphere protease cleavage assay. inhibition, % at 10 µM. actives 0.12% (n = 360,000). AID 588501, 2011; note: plate controls were buffer without enzyme for full effect and enzyme alone for no effect
Target sequence (P15917 whole entry, looked up): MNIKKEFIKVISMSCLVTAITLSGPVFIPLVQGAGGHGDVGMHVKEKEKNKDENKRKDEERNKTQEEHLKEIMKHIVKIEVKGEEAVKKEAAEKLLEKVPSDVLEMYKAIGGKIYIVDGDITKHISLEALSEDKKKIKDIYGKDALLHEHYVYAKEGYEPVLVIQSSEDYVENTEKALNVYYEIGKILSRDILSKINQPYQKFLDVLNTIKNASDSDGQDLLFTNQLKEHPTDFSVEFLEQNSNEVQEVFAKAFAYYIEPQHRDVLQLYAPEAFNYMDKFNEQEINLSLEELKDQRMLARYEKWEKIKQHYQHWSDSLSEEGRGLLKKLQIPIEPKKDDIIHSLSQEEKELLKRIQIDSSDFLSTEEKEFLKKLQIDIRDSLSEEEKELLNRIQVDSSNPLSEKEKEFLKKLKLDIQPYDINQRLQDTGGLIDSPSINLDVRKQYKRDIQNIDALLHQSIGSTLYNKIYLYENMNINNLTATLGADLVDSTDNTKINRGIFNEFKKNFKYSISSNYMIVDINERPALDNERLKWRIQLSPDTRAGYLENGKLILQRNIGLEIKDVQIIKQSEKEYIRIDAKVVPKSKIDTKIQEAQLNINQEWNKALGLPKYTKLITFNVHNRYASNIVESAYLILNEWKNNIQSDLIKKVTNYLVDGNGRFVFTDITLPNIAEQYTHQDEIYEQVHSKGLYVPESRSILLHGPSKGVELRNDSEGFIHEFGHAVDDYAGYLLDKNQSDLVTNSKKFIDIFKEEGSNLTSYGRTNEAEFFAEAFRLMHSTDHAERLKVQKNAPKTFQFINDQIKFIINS
BoNT-A LC inh2: BoNT/A light chain protease inhibitors, primary screen, biochemical, flow cytometry, MLPCN library. multiplex microsphere protease substrate cleavage. inhibition, % at 10 µM. actives 0.17% (n = 360,000). AID 588499, 2011; note: plate controls were buffer without enzyme for full effect and enzyme alone for no effect
Starred values were filed as active, the others as inactive; & = joins results of further samples. Cut-off read from the data, not from the text of the source, unless noted: active = inhibition above about 30%; inconclusive = no clear call, values can overlap the other calls; inactive = below that. Some of the compounds tested, so the mix of outcomes need not match the whole.

The opening 2 entries as a preview:
Cc1cc2c(c(C)c1Cl)C(c1ccc3c(c1)OCO3)CC(=O)O2 (stereo unspecified) was read as SSB-PriA inh -10, Y pestis TopoI 37, TcdB GH inh 2.1, PfHsp40 rescue 0.9, Vc quorum ag inactive, CCHFV vOTU inh 11, Anthrax LF inh2 -2 and BoNT-A LC inh2 -0.1.
For C=CCn1cnc2scc(-c3ccc(OC)cc3)c2c1=O the results were SSB-PriA inh -5, SARS 3CLpro inh -1, Y pestis TopoI 7, TcdB GH inh 1.6, PfHsp40 rescue -0.9, VHR inh abs 16, Vc quorum ag -0.3, CCHFV vOTU inh -8, Anthrax LF inh2 -9 and BoNT-A LC inh2 1.0.

Main list (from the top)
Cc1cc2c(c(C)c1Cl)C(c1ccc3c(c1)OCO3)CC(=O)O2 (stereo unspecified) was read as SSB-PriA inh -10, Y pestis TopoI 37, TcdB GH inh 2.1, PfHsp40 rescue 0.9, Vc quorum ag inactive, CCHFV vOTU inh 11, Anthrax LF inh2 -2 and BoNT-A LC inh2 -0.1.
For C=CCn1cnc2scc(-c3ccc(OC)cc3)c2c1=O the results were SSB-PriA inh -5, SARS 3CLpro inh -1, Y pestis TopoI 7, TcdB GH inh 1.6, PfHsp40 rescue -0.9, VHR inh abs 16, Vc quorum ag -0.3, CCHFV vOTU inh -8, Anthrax LF inh2 -9 and BoNT-A LC inh2 1.0.
`Cc1nc2ccccc2c(=O)n1CCCO` gave SSB-PriA inh -8, SARS 3CLpro inh -1, Y pestis TopoI 1, PfHsp40 rescue -0.3, VHR inh abs 26, Vc quorum ag inactive, CCHFV vOTU inh -5, Anthrax LF inh2 -3 and BoNT-A LC inh2 0.8.
Screening Cc1cc(C)cc(NC(=O)C2CCCN(S(=O)(=O)c3cnc[nH]3)C2)c1 (stereo unspecified) returned SSB-PriA inh -2, SARS 3CLpro inh -4, Y pestis TopoI 0, TcdB GH inh -0.8, PfHsp40 rescue -1.1, VHR inh abs 11, Vc quorum ag inactive, CCHFV vOTU inh -8, Anthrax LF inh2 -1 and BoNT-A LC inh2 0.0.
CNc1cc(N2CCN(C)CC2)ccc1[N+](=O)[O-] was read as SSB-PriA inh 4, SARS 3CLpro inh 4, Y pestis TopoI 0, TcdB GH inh 0.5, PfHsp40 rescue -0.5, VHR inh abs 6, Vc quorum ag -0.3, CCHFV vOTU inh -7, Anthrax LF inh2 0 and BoNT-A LC inh2 0.2.
Screening O=C(Nc1ccc(-c2csc(-c3ccccc3)n2)cc1)c1ccccc1Cl returned SSB-PriA inh -21, SARS 3CLpro inh 2, Y pestis TopoI -3, TcdB GH inh 0.0, PfHsp40 rescue -1.8, VHR inh abs 24, Vc quorum ag 1.5, CCHFV vOTU inh -11, Anthrax LF inh2 6 and BoNT-A LC inh2 1.4.
Screening CCOC(=O)N1CCC(NC(=O)CS(=O)(=O)Cc2nc(-c3ccccc3C)oc2C)CC1 returned SSB-PriA inh 3, SARS 3CLpro inh -3, Y pestis TopoI 17, TcdB GH inh 7.5, PfHsp40 rescue 0.9, VHR inh abs 25, Vc quorum ag inactive, CCHFV vOTU inh -1, Anthrax LF inh2 -4 and BoNT-A LC inh2 0.5.
`CC(Oc1ccccc1)c1ccn[nH]1` (stereo unspecified) gave SSB-PriA inh -3, SARS 3CLpro inh 1, Y pestis TopoI 3, TcdB GH inh 1.3, PfHsp40 rescue -0.6, VHR inh abs 17, Vc quorum ag -0.3, CCHFV vOTU inh -3, Anthrax LF inh2 -4 and BoNT-A LC inh2 -0.9.
`CN1CCC(N(C)C(=O)c2ccc(Cl)c(S(=O)(=O)Nc3cc(Cl)ccc3Cl)c2)CC1` gave SSB-PriA inh 5, Y pestis TopoI 4, TcdB GH inh 0.9, PfHsp40 rescue 0.5, Vc quorum ag inactive, CCHFV vOTU inh -6, Anthrax LF inh2 -12 and BoNT-A LC inh2 0.3.
Screening O=[N+]([O-])c1ccc(N2CCN(c3ccccc3O)CC2)c(Cl)c1 returned SSB-PriA inh 34, SARS 3CLpro inh 1, Y pestis TopoI -6, PfHsp40 rescue 1.1, VHR inh abs 0, Vc quorum ag -0.3, CCHFV vOTU inh -18, Anthrax LF inh2 3 and BoNT-A LC inh2 0.2.
COc1ccc2nc(NC(=O)C3CCN(S(=O)(=O)c4cccs4)CC3)sc2c1 was read as SSB-PriA inh -16, SARS 3CLpro inh 2, Y pestis TopoI -2, PfHsp40 rescue 1.6, VHR inh abs 2, Vc quorum ag inactive, CCHFV vOTU inh -16, Anthrax LF inh2 2 and BoNT-A LC inh2 -0.4.
`Nc1c(N2CCOCC2)cc(Cl)c2nonc12` gave SSB-PriA inh 3, SARS 3CLpro inh -7, Y pestis TopoI -4, PfHsp40 rescue -0.7, VHR inh abs -1, Vc quorum ag inactive, CCHFV vOTU inh -2, Anthrax LF inh2 -2 and BoNT-A LC inh2 inconclusive.
Screening CC12CCC(C(=O)Nc3ccccc3-n3cccc3)(CC1=O)C2(C)C (stereo unspecified) returned SSB-PriA inh 5&-8&-5, SARS 3CLpro inh 3, Y pestis TopoI -3, TcdB GH inh 0.3, PfHsp40 rescue -0.3, VHR inh abs 5, Vc quorum ag -0.2, CCHFV vOTU inh -1, Anthrax LF inh2 -1 and BoNT-A LC inh2 -0.1.
`CCN1C[C@@H]2[C@@H]3C(=O)N(Cc4ccccc4)C(=O)[C@@H]3[C@](CC)(C(=O)OC)N2C1=NCc1ccccc1` gave SSB-PriA inh -2, Y pestis TopoI 0, TcdB GH inh 1.1, PfHsp40 rescue -1.2, Vc quorum ag inactive, CCHFV vOTU inh -3, Anthrax LF inh2 -6 and BoNT-A LC inh2 -0.2.
Cc1ccc(S(=O)(=O)Nc2ccc(NC(=O)c3c(F)c(F)c(F)c(F)c3F)cc2)cc1 was read as SSB-PriA inh -12, SARS 3CLpro inh 9, Y pestis TopoI -9, TcdB GH inh 1.5, PfHsp40 rescue 2.2, VHR inh abs 15, Vc quorum ag -0.3, CCHFV vOTU inh 10, Anthrax LF inh2 -1 and BoNT-A LC inh2 -0.7.
Screening CCC(C)Cn1c(C)nc2ccccc21 (stereo unspecified) returned SSB-PriA inh 8, SARS 3CLpro inh -1, Y pestis TopoI -2, PfHsp40 rescue -0.5, VHR inh abs -15, Vc quorum ag -1.0, CCHFV vOTU inh 11, Anthrax LF inh2 0 and BoNT-A LC inh2 0.2.
Screening C=C(C)C1CC=C(C)/C(=N/NC(=O)CCC(=O)Nc2ccccc2Cl)C1 (stereo unspecified) returned SARS 3CLpro inh -1, Y pestis TopoI -3, TcdB GH inh -1.4, PfHsp40 rescue -2.6, VHR inh abs 55*, Vc quorum ag -0.4, CCHFV vOTU inh -1, Anthrax LF inh2 -5 and BoNT-A LC inh2 -4.7.
O=C(NCc1ccc(F)cc1F)[C@@H]1CCCN1C(=O)[C@@H]1CCCN1C(=O)c1ccccc1 was read as TcdB GH inh 1.1, CCHFV vOTU inh -6, Anthrax LF inh2 2 and BoNT-A LC inh2 0.7.
CCOC(=O)CC(=O)Nc1ccn[nH]1 was read as SSB-PriA inh -5, SARS 3CLpro inh 4, Y pestis TopoI -2, TcdB GH inh 1.8, PfHsp40 rescue 0.6, VHR inh abs 14, Vc quorum ag -0.4, CCHFV vOTU inh -15, Anthrax LF inh2 -8 and BoNT-A LC inh2 0.0.
c1ccc2c(c1)OCC(c1csc3ncnc(N4CCOCC4)c13)O2 (stereo unspecified) was read as SSB-PriA inh -17, SARS 3CLpro inh -5, Y pestis TopoI 9, PfHsp40 rescue 0.6, VHR inh abs 24, Vc quorum ag inactive, CCHFV vOTU inh -18, Anthrax LF inh2 -5 and BoNT-A LC inh2 -0.3.
For CC(C)N(Cc1nc2ccccc2[nH]1)C(C)C the results were SSB-PriA inh -9, SARS 3CLpro inh -3, Y pestis TopoI 0, TcdB GH inh 0.7, PfHsp40 rescue -0.8, VHR inh abs 21, Vc quorum ag -0.2, CCHFV vOTU inh 1, Anthrax LF inh2 5 and BoNT-A LC inh2 1.5.
O=C(NCc1cccnc1)C1CCN(S(=O)(=O)N2CCOCC2)CC1 was read as SSB-PriA inh -19, SARS 3CLpro inh 4, Y pestis TopoI 10, PfHsp40 rescue -0.8, VHR inh abs 14, Vc quorum ag inactive, CCHFV vOTU inh 12, Anthrax LF inh2 -2 and BoNT-A LC inh2 0.4.
COc1ccc(/C(C)=N/OCC(=O)Nc2nc3ccccc3s2)cc1 was read as SARS 3CLpro inh 8, Y pestis TopoI 5, PfHsp40 rescue 3.6, VHR inh abs -6, Vc quorum ag 0.1, CCHFV vOTU inh -19, Anthrax LF inh2 -5 and BoNT-A LC inh2 0.4.
`CC(Sc1ccc(Cl)cc1)C(=O)NNC(=O)c1ccccc1O` (stereo unspecified) gave SSB-PriA inh 0, SARS 3CLpro inh 1, Y pestis TopoI -4, TcdB GH inh -0.4, PfHsp40 rescue inconclusive, VHR inh abs -23, Vc quorum ag -0.1, CCHFV vOTU inh 15, Anthrax LF inh2 -1 and BoNT-A LC inh2 3.9.
`CN(CCC1CCOCC1)C(=O)C1CCC(=O)N(CCc2cccc(F)c2)C1` (stereo unspecified) gave SSB-PriA inh -10, SARS 3CLpro inh -4, Y pestis TopoI -3, TcdB GH inh -7.4, PfHsp40 rescue -0.9, VHR inh abs 5, Vc quorum ag -0.9, CCHFV vOTU inh 15, Anthrax LF inh2 1 and BoNT-A LC inh2 -1.3.
Screening COC(=O)c1cc2sccc2n1Cc1nc(-c2cccc(Cl)c2)oc1C returned SSB-PriA inh -23, SARS 3CLpro inh 0, Y pestis TopoI 1, TcdB GH inh 0.5, PfHsp40 rescue 0.2, VHR inh abs 25, Vc quorum ag -0.3, CCHFV vOTU inh -13, Anthrax LF inh2 -2 and BoNT-A LC inh2 -0.9.
Screening O=C(NNC(=O)c1ccc(Br)cc1)c1ccncc1 returned SSB-PriA inh -3, SARS 3CLpro inh -1, Y pestis TopoI -4, TcdB GH inh 1.4, PfHsp40 rescue -0.7, VHR inh abs 44, Vc quorum ag -0.6, CCHFV vOTU inh 4, Anthrax LF inh2 -3 and BoNT-A LC inh2 inconclusive.
For Cc1ccc(S(=O)(=O)N(C)Cc2ccc(C(=O)N/N=C/c3ccc(OC(F)F)cc3)cc2)cc1 the results were SARS 3CLpro inh 1, Y pestis TopoI -7, TcdB GH inh 1.5, PfHsp40 rescue -0.4, VHR inh abs 9, Vc quorum ag -0.8, CCHFV vOTU inh -6, Anthrax LF inh2 -6 and BoNT-A LC inh2 -0.2.
Screening CCOC(=O)C1C(=O)Oc2ccc3ccccc3c2C1C1CCOC1=O (stereo unspecified) returned SSB-PriA inh 8, SARS 3CLpro inh -4, Y pestis TopoI 3, TcdB GH inh -0.6, PfHsp40 rescue -0.1, VHR inh abs 8, Vc quorum ag 0.9, CCHFV vOTU inh -2, Anthrax LF inh2 -3 and BoNT-A LC inh2 0.1.
`CCOC(=O)c1[nH]c(CN2CCN(c3ccc(OC)cc3)CC2)c(C(=O)OCC)c1C` gave SSB-PriA inh 41, SARS 3CLpro inh -6, Y pestis TopoI 17, TcdB GH inh 1.6, PfHsp40 rescue 0.2, VHR inh abs 22, Vc quorum ag -0.1, CCHFV vOTU inh 12, Anthrax LF inh2 -5 and BoNT-A LC inh2 0.1.
